GCN5L2 inh = qHTS Assay for Inhibitors of GCN5L2 | 390,000 compounds, 0.21% hits | Potency, µM (top dose mostly 58.9 µM), without a hit: top-dose activity change, negative = inhibition, actives largely listed as inhibitors | GCN5L2 HAT assay, ThioGlo1 CoA-SH fluorescence | Histone acetyltransferase KAT2A (Homo sapiens), Q92830
Target sequence (Q92830 whole entry, looked up): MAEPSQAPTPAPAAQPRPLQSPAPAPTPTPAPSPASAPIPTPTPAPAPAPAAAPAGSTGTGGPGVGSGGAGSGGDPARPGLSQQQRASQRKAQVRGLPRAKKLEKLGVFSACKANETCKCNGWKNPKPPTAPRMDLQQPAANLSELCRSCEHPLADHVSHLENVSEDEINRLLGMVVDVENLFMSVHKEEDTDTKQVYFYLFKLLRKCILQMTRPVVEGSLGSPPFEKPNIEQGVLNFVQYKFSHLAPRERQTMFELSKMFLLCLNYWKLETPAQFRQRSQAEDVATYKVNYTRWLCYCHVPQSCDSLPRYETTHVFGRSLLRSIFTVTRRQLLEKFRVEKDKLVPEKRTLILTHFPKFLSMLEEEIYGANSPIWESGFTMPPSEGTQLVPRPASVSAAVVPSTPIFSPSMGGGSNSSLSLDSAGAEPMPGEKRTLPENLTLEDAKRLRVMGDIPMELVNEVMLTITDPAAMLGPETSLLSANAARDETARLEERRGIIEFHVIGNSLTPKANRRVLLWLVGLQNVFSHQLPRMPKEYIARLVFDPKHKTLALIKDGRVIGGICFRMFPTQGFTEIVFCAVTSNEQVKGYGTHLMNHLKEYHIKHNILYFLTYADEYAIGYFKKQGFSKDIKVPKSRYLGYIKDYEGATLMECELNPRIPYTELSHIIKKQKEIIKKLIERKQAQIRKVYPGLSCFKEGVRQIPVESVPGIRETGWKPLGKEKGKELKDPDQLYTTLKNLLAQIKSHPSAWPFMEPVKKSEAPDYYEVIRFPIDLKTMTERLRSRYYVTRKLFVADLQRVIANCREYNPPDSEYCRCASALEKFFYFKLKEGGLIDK
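GCN5L2 (20nM final) in 50mM HEPES, 0.1mM EDTA pH 7.5, 0.01% Tween-20 was preincubated 15 min at room temperature with compound, then given ThioGlo1 (50uM), H3(1-25) peptide (75uM) and acetyl-CoA (70uM); CoA-thiol fluorescence (Ex340/Em540) was read at 0 and 20 min.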
TDP1 cell noCPT = qHTS for Inhibitors of human tyrosyl-DNA phosphodiesterase 1 (TDP1): qHTS in cells in absence of CPT | DT40 Tdp1-/- hTDP1 cells, no CPT, ATP luminescence, 48 h | Potency, µM (series often up to 46.2 µM), for the others: at the highest dose activity change, negative = growth inhibition, actives largely listed as inhibitors | 420,000 compounds, 15% hits; also: nearly all actives have a fitted effect of over 55% in size
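Cells were dispensed at 400 per well, compounds added by pin tool, plates incubated ≥48 hr at 37 °C, then CellTiter-Glo added for 30 min at room temperature before luminescence reading. Line: DT40 Tdp1-/- complemented with hTDP1; camptothecin omitted.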
TDP1 cell CPT = qHTS for Inhibitors of human tyrosyl-DNA phosphodiesterase 1 (TDP1): qHTS in cells in presence of CPT. 420,000 compounds, 12% hits. AID 686979, 2013. chicken DT40 Tdp1-/-;hTDP1 cells + 20 nM CPT, ATP luminescence, 48 h. Potency, µM (highest dose often 46.2 µM), for inactives: at the top dose activity change, negative = growth inhibition, hits mostly inhibitors; also: nearly all actives have a fitted effect of over 55% in size
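Cell growth measured by CellTiter-Glo luminescence after a minimum 48 h, 37 C compound exposure with 20 nM CPT in Tdp1-knockout DT40 cells stably expressing hTDP1, seeded 400/well; qHTS titration format.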
* = called active by the depositor; ? = inconclusive; · = not tested or not shown; & = joins results of further samples. Calls follow the shape of the dose curve; as a rule, active = well fitted curve in the direction sought with a large enough effect; inconclusive = small, poorly fitted or top-dose-only effect, or another doubt; inactive = no such curve, though single readings can be large; an effect the other way counts as inactive or inconclusive. % is scaled to controls: 0 for no effect and ±100 for the full control effect; potency is read from the fitted curve at half-maximal effect.

molecule | GCN5L2 inh | TDP1 cell noCPT | TDP1 cell CPT
O=C(CNC(=O)C12CC3CC(CC(C3)C1)C2)N1CCN(S(=O)(=O)/C=C/c2ccccc2)CC1 | -7.8% | ? | ?
FC(F)(F)c1cccnc1N1CCN(c2ncnc3nc[nH]c23)CC1 | -4.0% | ? | ?
CC(C)CC(=O)NC1(C(F)(F)F)C(=O)Nc2c1c(=O)[nH]c(=O)n2Cc1ccco1 (stereo not given) | -0.7% | -6.0% | -11.2%
CC[C@@H]1CCCCc2ccccc2[C@@H](C(=O)C[C@H](O)CC(C)=O)OC1=O | -3.7% | -13.8% | -10.9%
COc1cccc(Oc2ccc(N)cn2)c1 | 0.8% | -19.3% | -7.4%
CCOc1ccc(C2=NC(c3cccs3)=Nc3ccc(C(C)C)cc3N2)cc1 | -15.3% | ? | ?
CCOc1ccccc1NC(=O)C(C)N1C(=O)c2ccccc2S1(=O)=O (stereo not given) | -0.8% | -11.4% | 8.0%
CNC(=O)N(C1=NCC(C)(C)S1)c1ccc(F)c(Cl)c1 | -6.9% | 18.4µM* | ?
O=C(O)/C=C/C(=O)N1CCN(S(=O)(=O)c2cccc(C(F)(F)F)c2)CC1 | -1.3% | 12.4% | -16.5%
CC(=O)c1ccc(OCCCC(=O)NNC(=O)c2ccccn2)cc1 | -5.1% | 14.6µM* | ?
Cc1cc(Br)c(NC(=O)CN(C)CCOc2ccccc2)c(Br)c1 | -15.7% | ? | ?
O=C1NC(Nc2ccccn2)(C(F)(F)F)C(=O)N1c1ccc(F)cc1 (stereo not given) | -1.3% | 2.1% | -7.0%
CC(=O)Nc1ccc(NC(=O)CNC(=O)COc2ccccc2)cc1 | -7.3% | -6.5% | 0.8%
COC(=O)c1ccc(NC(=O)C2CCCN2S(=O)(=O)c2ccc(C)cc2)cc1 (stereo not given) | -1.9% | ? | ?
O=C(CN1C(=O)NC2(CCc3ccccc32)C1=O)c1ccc(Br)s1 (stereo not given) | -3.7% | 8.0% | 3.3%
Cn1c(N)c(C(=O)COC(=O)CCc2c[nH]c3ccccc23)c(=O)n(C)c1=O | -2.6% | ? | -21.9%
O=C(Nc1ccc2[nH]c(=O)[nH]c2c1)c1ccc(Br)o1 | 0.3% | -10.9% | 3.9%
CCOC(=O)COn1c(=O)c(-c2ccc(OC)cc2)[n+]([O-])c2ccccc21 | -15.9% | -20.2% | ?
O=C(NCCc1ccccc1)c1ccc2c(c1)S(=O)(=O)c1cc(Cl)ccc1C2=O | -6.0% | -94.4% | 20.6µM*
O=C1CN(C(=O)COc2ccc(Br)cc2F)c2ccccc2N1 | -6.9% | -10.7% | 4.7%
CCCN(CCC)C(=O)Nc1cc(Cl)ccc1OC | -14.2% | ? | ?
Cc1cc(Cl)ccc1NC(=O)/C=N/O | -5.1% | -4.9% | 1.4%
Cc1cc(S(=O)(=O)N2CCN(c3ccc(F)cc3)CC2)c(C)s1 | -11.9% | ? | ?
CC(=O)NC1=C(C#N)C(c2ccccc2)c2c(ccc3ccccc23)O1 (stereo not given) | -3.3% | 7.31µM* | 8.2µM*
COCC(=O)Nc1cc(C)c2c(=O)oc3ccccc3c2n1 | -3.9% | -18.3% | -0.3%
O=C1NC(c2cccc(Cl)c2)Oc2ccccc21 (stereo not given) | -8.3% | 3.7% | 0.8%
CN(CCc1ccc(Cl)c(Cl)c1)CC(O)COc1ccc(NS(C)(=O)=O)cc1 (stereo not given) | -8.9%&0.0% | 23.1µM* | 18.4µM*
Cc1ccc(NC(=O)CN(C)C(=O)c2ccc3[nH]c4c(c3c2)CC(C)CC4)cc1 (stereo not given) | -12.4% | -36.8% | ?
CC(C)(C)N1C(=O)c2ccc(C(=O)Nc3nccs3)cc2C1=O | -3.8% | ? | ?
COc1ccc(OC)c(NC(=O)COC(=O)COc2c(Cl)cc(Cl)c3ccc(C)nc23)c1 | · | -10.6% | -17.0%
CCn1c(C)cc2c(c1=O)C(c1ccncc1)C(C#N)=C(N)O2 (stereo not given) | -6.9% | -7.5% | -7.7%
Cc1cccc(NC(=O)COC(=O)c2ccccc2-c2nc3ccccc3s2)c1C | -19.0% | ? | ?
COc1ccccc1Cn1c(C)c(C(=O)NCc2ccc3c(c2)OCCO3)sc1=O | · | ? | ?
COc1ccc(C(=O)N2CCC[C@@]3(CCN(c4ccncc4)C3)C2)cc1 | 7.3% | -15.0% | -0.5%
O=C(COc1ccc2c(-c3ccccc3)cc(=O)oc2c1)N[C@@H](Cc1c[nH]c2ccc(O)cc12)C(=O)O | -22.3% | 5.6% | -4.4%
CCc1nc2ccc(C(=O)N(C)CC(=O)Nc3ccc(F)c(F)c3F)cc2nc1CC | -7.5% | ? | ?
CCOc1ccccc1N1CCN(C(=O)c2c(-c3c(F)cccc3Cl)noc2C)CC1 | · | ? | ?
CC(C)CNC(=S)NC1CC2CCCC(C1)N2Cc1cccs1 (stereo not given) | -8.1% | ? | ?
O=C(NCCCN1CCCC1=O)c1cc(-c2cccnc2)nc2ccc(Cl)cc12 | -2.6% | -29.1% | ?
CC(=O)c1cccc(Nc2nc(-c3ccccc3)cs2)c1 | -14.5% | ? | ?
Cc1cc(NC(=O)c2cc3n(n2)C(C(F)(F)F)CC(c2ccc(Cl)c(Cl)c2)N3)no1 (stereo not given) | -23.5% | 20.6µM* | ?
O=C(NCc1ccccc1)/C(=N\O)c1ccccc1 | -6.2% | 1.1% | -11.2%
COc1ccc(/C(O)=C2\C(=O)C(=O)N(CC3CCCO3)C2c2cc(OC)ccc2OC)cc1 (stereo not given) | -5.1% | 1.2% | -1.3%
CCCNC(=O)C(Cc1cccc(OC)c1)NC(=O)c1ccc(C#N)cc1 (stereo not given) | -3.4% | -28.0% | ?
CCN(CC)CCN1C(=O)C(=O)/C(=C(/O)c2c(C)[nH]c(C(=O)OC)c2C)C1c1cccs1 (stereo not given) | -11.2% | 3.5% | -5.6%
COC(=O)COc1ccc(Oc2nc(NC(C)(C)C)nc(N3CCOCC3)n2)nn1 | -5.3% | -5.4% | -23.4%
C=CCN(c1ccccc1)S(=O)(=O)c1cccc(C(=O)OCC(=O)NCCOC)c1 | 19.9% | -12.0% | 1.8%
C=CCN(c1ccc(C(=O)NCCc2ccccc2)cc1)S(C)(=O)=O | ? | -0.5% | -11.3%
O=C(Nc1ccc(Cl)cn1)c1cccc(S(=O)(=O)N2CCCCC2)c1 | 1.7% | ? | ?
O=C(c1cccnc1)c1ncc(C(F)(F)F)cc1Cl | 1.3% | -1.5% | -13.7%
C=CCc1cccc2cc(C(=O)Nc3ccc(CC(=O)O)cc3)c(=O)oc12 | -24.9% | -4.5% | 9.4%
CC(c1cccs1)N(C)Cc1nc(CCc2ccccc2)no1 (stereo not given) | 4.5% | 2.4% | -2.8%
Cc1cc(=O)oc(C)c1C(=O)Nc1cccc(F)c1 | ? | ? | 0.2%
O=C(N/N=C/c1cccc(F)c1)c1cc(-c2ccco2)nc2ccccc12 | ? | 10.3µM* | 14.6µM*
COc1ccc(C2CC(c3cccs3)=NN2C(=O)c2ccco2)cc1OC (stereo not given) | 0.4% | -17.0% | 1.4%
CC1CCc2sc(C(=O)N3CCC(C(N)=O)CC3)cc2C1 (stereo not given) | -5.4% | -9.7% | 0.8%
CCOC(=O)c1ccc(Nc2nnc(C(C)(C)C)c(=O)[nH]2)cc1 | -5.7% | 23.1µM* | ?
CC(=O)OCC(=O)C1(O)CCC2C3CCC4=CC(=O)CCC4(C)C3(Cl)C(O)CC21C (stereo not given) | · | ? | ?
COc1ccc(C(C[N+](=O)[O-])c2c(C)cc3ccccn23)cc1 (stereo not given) | -13.5% | 18.4µM* | 10.3µM*
CNc1ccc2nnc(C(F)(F)C(F)(F)C(F)(F)F)n2n1 | -6.1% | -5.7% | 8.9%

The list goes on:
molecule | GCN5L2 inh | TDP1 cell noCPT | TDP1 cell CPT
O=c1[nH]c(CS(=O)(=O)c2ccccc2)nc2ccccc12 | 0.0% | ? | ?
O=C(Cn1[nH]c(=O)c2ccccc2c1=O)OCC(=O)N(Cc1ccccc1)Cc1ccccc1 | -9.0% | -24.9% | ?
CCOC(=O)c1ccc(NC(=O)CCCc2nc(-c3cc(OC)c(OC)c(OC)c3)no2)cc1 | -1.7% | ? | ?
Cc1cc(NC(=O)COC(=O)C2CSC3(C)CCC(=O)N23)ccc1Br (stereo not given) | -7.3% | -5.2% | ?
COc1cc2c(cc1[N+](=O)[O-])-c1ccccc1C2 | · | -12.8% | -15.1%
COC(=O)CC1[C@@]2(C)C[C@@]34OC5(C)OC6(CC[C@@]7(C)C(c8ccoc8)OC(=O)C(C(C)=O)C7[C@]6(O5)C(O)[C@@]3(O)C2O)[C@]14C (stereo not given in full) | -8.8% | 1.6% | -10.0%
FC(F)(F)c1cccc(CN2CCC(c3cc(-c4cccs4)n[nH]3)CC2)c1 | -12.4% | 20.6µM* | 8.2µM*
CCOC(=O)/C(C#N)=C1\CC2CCC1(C)C2(C)C (stereo not given) | -16.3% | ? | -26.5%
CCOc1ccccc1/C=C(/NC(=O)c1ccccc1)C(=O)N(CC)CC | -5.4% | 11.3% | 7.5%
Cc1oc2ccc(OC(=O)c3cccs3)cc2c1C(=O)OC(C)C | -9.1% | -5.1% | ?
COc1ccc([N+](=O)[O-])cc1NC(=O)C(C)OC(=O)C1CCC1 (stereo not given) | ? | 4.9% | 4.7%
Cc1ccc(NC(=O)CN2C(=O)C(C)(C)c3cc(S(=O)(=O)N4CCCCC4)ccc32)c(Br)c1 | -15.4% | ? | -21.2%
C/C(=N\NC(=S)NCc1ccccc1)c1cccc(Br)c1 | -12.3% | 20.6µM* | 14.6µM*
CCOc1cccc(C(=O)Nc2ccc3oc(-c4cccnc4)nc3c2)c1 | -8.7%&1.0% | ? | ?
O=C(c1cccc(F)c1)N1CCC2(CCN(Cc3ccccc3)CC2)CC1 | 5.2% | -5.4% | -1.8%
Cc1cc(Cl)ccc1-c1nc(NCCN(C)C)nc2ccsc12 | · | ? | ?
CC(C)=CCCC(C)NC(=O)NC1CCCCC1 (stereo not given) | -1.1% | 16.4µM* | ?
Cn1cnc([N+](=O)[O-])c1S(=O)(=O)c1ccc(Cl)cc1 | -1.8% | 2.91µM* | 1.16µM*
O=C(C1CC(=O)N(c2ccc(Cl)cc2)C1)N1CCC(c2nc3ccccc3[nH]2)CC1 (stereo not given) | -17.4% | ? | ?
COc1cc(-c2c(OC)cccc2OC)cc2c1OCCN(Cc1cn[nH]c1-c1ccc(Cl)cc1)C2 | · | -24.5% | -2.1%

Brought forward from above: 3 compounds, then new ones.
molecule | GCN5L2 inh | TDP1 cell noCPT | TDP1 cell CPT
Cn1cnc([N+](=O)[O-])c1S(=O)(=O)c1ccc(Cl)cc1 | -1.8% | 2.91µM* | 1.16µM*
O=C(C1CC(=O)N(c2ccc(Cl)cc2)C1)N1CCC(c2nc3ccccc3[nH]2)CC1 (stereo not given) | -17.4% | ? | ?
COc1cc(-c2c(OC)cccc2OC)cc2c1OCCN(Cc1cn[nH]c1-c1ccc(Cl)cc1)C2 | · | -24.5% | -2.1%
Cc1csc(N)n1 | -3.3% | 7.3% | 4.2%
COC(=O)Cc1ccc(N(Cc2ccccc2F)S(=O)(=O)c2ccc(Br)cc2)cc1 | -7.1% | 20.6µM* | ?
Cc1cnc(NC(=O)CSc2nnc(C)s2)s1 | -25.6% | 7.3% | -12.2%
COc1cc(C(=O)Nc2nc(C)c(Cc3ccc4c(c3)OCO4)s2)cc(OC)c1OC | -21.1% | 2.06µM* | 1.3µM*
CN=C(Nc1ccccc1OC)SC1CC(=O)N(c2ccc(C(=O)OC)cc2)C1=O (stereo not given) | -2.8% | -18.9% | -8.5%
Cc1onc(-c2ccccc2)c1C(=O)Nc1sc2c(c1C#N)CCC2 | -16.5% | ? | 29.1µM*
CC1CN(C(=O)COC(=O)c2ccc(O)cc2)CC(C)O1 (stereo not given) | -4.4% | -16.2% | -13.6%
COCCNC(=S)Nc1ccc(Cl)c(Cl)c1 | -5.9% | -3.7% | 9.1%
CN(C)S(=O)(=O)c1ccc(NC(=O)Cc2ccc(S(=O)(=O)N3CCOCC3)s2)cc1 | -26.8% | -34.3% | -27.7%
NC(=O)NCC(c1ccccc1)C1CCCCC1 (stereo not given) | -7.0% | ? | ?
CCOc1ccc(NC(=O)C2C(c3ccccc3)C2(Cl)Cl)cc1 (stereo not given) | -10.9% | 23.1µM* | ?
CCOC(=O)CC(=O)CSc1nc2nc(C)cc(C)n2n1 | -3.7% | 0.7% | -19.5%

Source: PubChem BioAssay

Outcome played no part in choosing rows. About 18% of those tested had a hit in this group.
